# From PubChem
# GLS inhibitor: glutaminase GLS (human) inhibition; O94925; 0.21% of 410,000 active; Potency, µM (series often up to 45.5 µM), inactives show at the top dose activity change, negative = inhibition, usual class: inhibitors; GLS enzymatic activity, qHTS titration; further: potency means the concentration at half of the fitted maximal effect; on the % scale 0 is the no-effect control and ±100 the full control effect
#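 Glutamate formation by hKGA was monitored fluorometrically using coupled glutamate oxidase, HRP and Amplex Red. Substrate was added as 1 mM L-glutamine solution; incubation was 30 min at RT after an initial read.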
# G9a block: blocks human histone lysine methyltransferase G9a. Potency, µM (series often up to 102 µM), inactives show at the highest dose activity, negative = inhibition, hits mostly inhibitors. 8.8% of 350,000 active. AID 504332. G9a H3K9 monomethylation, AlphaScreen, 2 h; further: potency means the concentration at half of the fitted maximal effect; on the % scale 0 is the no-effect control and ±100 the full control effect; nearly all actives have a fitted effect of over 75% in size
#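 Chemiluminescent proximity detection of H3K9 monomethylation, read after 10 min bead incubation in the dark. Reaction: 20 nM G9a, 500 nM biotin-H3K9 peptide, 20 uM SAM cofactor, 2 h, room temperature, following 15 min enzyme-compound preincubation.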
# PI4K2A inh: PI4K2A (human) kinase inhibition; 0.13% of 420,000 active; activity change, negative = inhibition, % at 76.9 µM; Q9BTU6; purified PI4K2A, ADP-Glo luminescence, 1 h; active compounds read low; in the data active means activity change below about -50%; inconclusive means mostly about -30% to -49%;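 further: -100% = wells without enzyme as full effect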
#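 In this quantitative HTS, ADP production by PI4K2A was quantified luminescently after 1 h at ambient temperature; 100 microM adenosine served as plate-quality control.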
# PGK inhibitor: T. brucei PGK inhibition; P07378; Potency, µM (doses to about 57.5 µM), without a hit: at the top dose activity change, negative = inhibition, actives largely listed as inhibitors; PGK/GAPDH coupled, Kinase-Glo luminescence, 60 min; 0.043% of 380,000 active; further: potency means the concentration at half of the fitted maximal effect; on the % scale 0 is the no-effect control and ±100 the full control effect; nearly all actives have a fitted effect of over 60% in size
#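 Recombinant glycosomal PGK reaction used 1,3-bisphosphoglycerate generated in-well by GAPDH (100nM final) in 100mM TEA pH 7.6, 5mM MgCl2, 0.01% Tween-20. After 60 minutes at room temperature, ATP was read by Kinase-Glo Plus luminescence end-point.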
# ERG Ets-DNA blk: blocks human ERG Ets domain binding to DNA. fluorescence polarization, His-ERG Ets domain / labelled DNA. Potency, µM (highest dose often 76.9 µM), inactives show at the highest dose FP activity, negative = inhibition, most hits filed as inhibitors. 0.028% of 370,000 active. AID 624246; active means well fitted inhibition curve with a large enough effect in the polarisation, with a control signal flat; inconclusive means small, poorly fitted or top-dose-only effect, or effect the other way, or a change in a side signal; inactive means no such curve, though single readings can be large or run the other way; the % refers to the polarisation;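 further: polarization taken with two DNA probes labelled with fluorescein and Texas red; potency means the concentration at half of the fitted maximal effect; % of control where 0% means no effect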
#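 His-tagged ERG Ets domain (1 uM in the protein solution; 300mM KCl, 50mM Tris-HCl, 1mM EDTA, 1mM DTT, pH 7.5) received compound, then a probe mix of 5 nM fluorescein-DNA and 100nM Texas-615-DNA. Fluorescence polarization was read for both dyes.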
# HP1b binding inh: HP1-beta chromodomain-methylated histone interaction inhibition. P83916. AlphaScreen HP1-beta / biotin-H3K9me3 peptide binding. Potency, µM (highest dose often 114 µM), for the others: at the top dose activity change, negative = inhibition, hits mostly inhibitors. 0.56% of 390,000 active; further: potency means the concentration at half of the fitted maximal effect; nearly all actives have a fitted effect of over 70% in size; inactives centre near 23
#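 AlphaScreen: HP1-beta (50 nM) preformed 30 min with biotin-H3(1-18)K9me3 peptide (50 nM) in PBS pH 7.4, 0.01% Tween-20. Compound added for 30 min at RT, then streptavidin donor/nickel chelate acceptor beads (10 ug/mL) for 30 min.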
# BAZ2B block: blocks human BAZ2B; 4.4% of 360,000 active; AlphaScreen BAZ2B-H3K14Ac peptide displacement; Potency, µM (top dose mostly 114 µM), for the others: at the highest dose activity change, negative = inhibition, most hits filed as inhibitors; further: potency means the concentration at half of the fitted maximal effect; on the % scale 0 is the no-effect control and ±100 the full control effect; nearly all actives have a fitted effect of over 60% in size
#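 Multi-concentration screen (max 110 uM) measuring displacement of acetylated histone H3 peptide from BAZ2B by AlphaScreen, using 50 nM protein, 50 nM peptide and 10 ug/mL streptavidin donor plus Ni-chelate acceptor beads.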
# Pin1 inh: human Pin1 inhibition | Pin1 FP peptide displacement, HiFluor488, 10 min | Potency, µM (series often up to 115 µM), for inactives: top-dose activity, negative = inhibition, hits mostly inhibitors | 0.009% of 390,000 active | AID 504891; active means well fitted inhibition curve with a large enough effect in the polarisation, with a control signal flat, not every such curve was filed as active; inconclusive means small, poorly fitted or top-dose-only effect, or effect the other way, or a change in a side signal; inactive means no such curve, though single readings can be large or run the other way; the % refers to the polarisation; further: potency means the concentration at half of the fitted maximal effect; on the % scale 0 is the no-effect control and ±100 the full control effect
# JMJD2A Tudor inh: inhibitors of human JMJD2A Tudor domain | O75164 | AlphaScreen JMJD2A-Tudor / H3K4me3 peptide binding | Potency, µM (titrated, usually from 114 µM), for the others: at the top dose activity change, negative = inhibition, usual class: inhibitors | 4.4% of 390,000 active | AID 504339; further: potency means the concentration at half of the fitted maximal effect; on the % scale 0 is the no-effect control and ±100 the full control effect; nearly all actives have a fitted effect of over 50% in size
# * hit, by the source's call; i = inactive; ? = inconclusive; nt = no result given; & = joins results of further samples; [ ] = remark or other dose. Unless noted, the call rests on the fitted dose curve; in most records, active means well fitted curve in the direction sought with a large enough effect; inconclusive means small, poorly fitted or top-dose-only effect, or another doubt; inactive means no such curve, though single readings can be large; an effect the other way counts as inactive or inconclusive.
SMILES,GLS inhibitor,G9a block,PI4K2A inh,PGK inhibitor,ERG Ets-DNA blk,HP1b binding inh,BAZ2B block,Pin1 inh,JMJD2A Tudor inh
CCC(=O)N1CCc2cc(S(=O)(=O)CCC(=O)Nc3ccc(F)c(F)c3)ccc21,0%,5%,-2,-9%,-3%,22%,56µM*,-2%,-23%
Cc1nnc(NC(=O)Cc2cccs2)s1,0%,-21%,3,?,-7%,-4%,?,13%,?
Cc1cccc(NC(=O)COC(=O)c2ccccn2)c1,5%,-7%,-3,i,3%,10%,-13%,-11%,-18%
Cc1cc(C)nc(NC(=O)/C=C/c2ccc3c(c2)OCO3)c1,0%,9%[59 µM],-5,-7%,-2%,10%,2%,6%,-13%
O=C(c1cccc(S(=O)(=O)N2CCOCC2)c1)N(Cc1nnc(-c2ccccc2Cl)o1)C1CC1,0%,50µM*,5,7%,-5%,-3%,-4%,10%,-19%
CCCC(=O)NC(=S)Nc1c(C)cc(Br)cc1C,-6%,nt,13,-10%,-8%,63%[activator],nt,-2%,-10%[11.4 µM]
Cn1c2ccccc2c2cnn(CC(=O)Nc3ccccc3F)c(=O)c21,-15%,?,2,-5%,-6%,21%,?,7%,-17%
O=C(NC1CC(=O)N(c2ccc(F)cc2)C1)c1ccco1 (stereo unspecified),3%,2%[59 µM],1,-6%,-6%,40%[activator],-1%,-3%,-2%
Cc1cccc(C(=O)Nc2nnc(S(=O)(=O)N3CCC(C)CC3)s2)c1,-3%&0%,21%,3&-2,0%&-13%,-2%&-3%,53%&-3%[activator],-6%&-31%,8%&-3%,-5%&-28%
O=[N+]([O-])c1ccc(-c2nnc(-c3ccccc3)c(N3CCOCC3)n2)cc1,-7%,-19%[12.7 µM],1,-3%,2%,26%,1%,1%,-9%
COc1ccccc1OCCNc1cc(N2CCCCC2)ccc1[N+](=O)[O-],9%,?,-1,3%,-9%,?,?,6%,?
Cc1cc(N2CCC(C(=O)Nc3ccc(F)cc3)CC2)nc(-c2ccccc2)n1,22%,3%[12.7 µM],7,0%,-3%,29%,3%,8%,-7%

# At a glance, part of the list above:
SMILES,GLS inhibitor,G9a block,PI4K2A inh,PGK inhibitor,ERG Ets-DNA blk,HP1b binding inh,BAZ2B block,Pin1 inh,JMJD2A Tudor inh
Cc1cccc(NC(=O)COC(=O)c2ccccn2)c1,5%,-7%,-3,i,3%,10%,-13%,-11%,-18%
Cc1cc(C)nc(NC(=O)/C=C/c2ccc3c(c2)OCO3)c1,0%,9%[59 µM],-5,-7%,-2%,10%,2%,6%,-13%
O=C(c1cccc(S(=O)(=O)N2CCOCC2)c1)N(Cc1nnc(-c2ccccc2Cl)o1)C1CC1,0%,50µM*,5,7%,-5%,-3%,-4%,10%,-19%
CCCC(=O)NC(=S)Nc1c(C)cc(Br)cc1C,-6%,nt,13,-10%,-8%,63%[activator],nt,-2%,-10%[11.4 µM]
Cn1c2ccccc2c2cnn(CC(=O)Nc3ccccc3F)c(=O)c21,-15%,?,2,-5%,-6%,21%,?,7%,-17%
O=C(NC1CC(=O)N(c2ccc(F)cc2)C1)c1ccco1 (stereo unspecified),3%,2%[59 µM],1,-6%,-6%,40%[activator],-1%,-3%,-2%
Cc1cccc(C(=O)Nc2nnc(S(=O)(=O)N3CCC(C)CC3)s2)c1,-3%&0%,21%,3&-2,0%&-13%,-2%&-3%,53%&-3%[activator],-6%&-31%,8%&-3%,-5%&-28%
O=[N+]([O-])c1ccc(-c2nnc(-c3ccccc3)c(N3CCOCC3)n2)cc1,-7%,-19%[12.7 µM],1,-3%,2%,26%,1%,1%,-9%
COc1ccccc1OCCNc1cc(N2CCCCC2)ccc1[N+](=O)[O-],9%,?,-1,3%,-9%,?,?,6%,?
Cc1cc(N2CCC(C(=O)Nc3ccc(F)cc3)CC2)nc(-c2ccccc2)n1,22%,3%[12.7 µM],7,0%,-3%,29%,3%,8%,-7%

# Continuation.
SMILES,GLS inhibitor,G9a block,PI4K2A inh,PGK inhibitor,ERG Ets-DNA blk,HP1b binding inh,BAZ2B block,Pin1 inh,JMJD2A Tudor inh
CCC(=O)Nc1cccc(-c2nc3cc(C)ccc3o2)c1,-8%,5%[59 µM],-9,-11%,1%,59%[activator],5%,6%,3%
Cc1cccc(-c2nc(CSCC(=O)N3CCN(c4ccccc4)CC3)c(C)o2)c1,16%,?,-3,i,4%,-14%,?,?,?
CC1CC(C)CN(S(=O)(=O)c2ccc(C(=O)N3CC(C)OC(C)C3)cc2)C1 (stereo unspecified),-1%,-4%,5,-2%,-5%,25%,-9%,-5%,-4%
O=C(CSc1ccccc1)Nc1cccc(S(=O)(=O)N2CCCCC2)c1,3%,15%[12.7 µM],7,2%,2%,48%[activator],-3%,11%,8%
CC(C)N(Cc1ccccc1)C(=O)COC(=O)c1ccc(S(=O)(=O)N2CCOCC2)cc1,-9%,nt,2,10%,-5%,35%,nt,-2%,0%
COc1ccc(S(=O)(=O)N(CC(=O)N/N=C/c2ccccc2C(=O)O)c2ccccc2OC)cc1,2%,-11%,4,2%,-2%,69%[activator],-5%,1%,-7%[11.4 µM]
CC(C)(C)OC1NS(=O)(=O)OCC1NCOC(Cl)(Cl)Cl (stereo unspecified),-2%,32µM*,-7,-2%,-19%,7%,50µM*,-5%,79µM*
CCN(Cc1ccccc1)C(=O)CN1C(=S)NC(C)(C)CC1C (stereo unspecified),0%,-6%[59 µM],-2,-2%,0%,18%,-4%,-5%,-9%
COCCNC(=O)c1ccc(Cl)c(Cl)c1,2%,-34%,2,-7%,6%,9%,-5%,-1%,-4%
C=CCn1c(SCC(=O)Nc2cccc3ccccc23)nnc1-c1cnccn1,1%,9%[59 µM],1,-5%,-6%,18%,-12%,1%,-11%
Cc1ccc(C2C(C(=O)c3cc4ccccc4o3)=C(O)C(=O)N2CCN2CCOCC2)cc1 (stereo unspecified),11%,40µM*,-2,i,5%,4%[57 µM],-29%,1%,?
Cc1cc(C)c2c(n1)nn1c(C)c(CCC(=O)NCc3ccccc3Cl)c(C)nc21,0%,14%[59 µM],1,2%,-3%,22%,-5%,-9%,-8%
CC(=O)N/C(=C/c1ccc2c(c1)OCO2)C(=O)NCC(=O)O,17%,11%,1,6%,4%,20%,5%,2%,-17%
CN(C)c1cccc2c1c(NC(=O)Nc1ccc(F)cc1F)nn2C,0%,?,2,-7%,-8%,17%,-11%,-6%,-25%
CCN(CC)S(=O)(=O)c1ccc(NS(=O)(=O)c2ccc(O)c([N+](=O)[O-])c2)cc1,12%,-8%[59 µM],-4,-6%,4%,16%,-38%,-3%,-28%
CCc1ccc(CN2CCC(n3nccc3NC(=O)c3ccc4c(c3)OCO4)CC2)cc1,9%,nt,1,-5%,14%,8%,-14%,5%,-23%
Nc1cc(-c2ccccc2)nn1Cc1ccccc1,1%,-40%,-14,-5%,7%,11%,nt,2%,-10%
O=C(NCCS(=O)(=O)NCc1ccc(Cl)cc1)c1ccccc1,-9%,-7%,-2,i,4%,30%,-7%,-3%,-10%
COc1cc(OC)cc(C(=O)N[C@H](C(=O)Nc2ccc(F)cc2F)C(C)C)c1,-2%,6%,4,-4%,-4%,14%,-1%,-5%,-13%
O=C1C[C@@H]2c3c(cccc3CN1Cc1ccccc1Cl)C[C@@H](O)[C@H]2O,6%,nt,-1,-3%,-6%,37%,nt,-10%,-9%
Cc1ccc(S(=O)(=O)Nc2ccc(C(=O)NCc3ccccn3)cc2)cc1,0%,91%[activator],-1,4%,2%,31%,0%,4%,-8%
CCOC(=O)CSC(C)C(=O)Nc1nnc(C(C)C)s1 (stereo unspecified),-1%,5%[59 µM],-8,10%,-2%,39%[activator],3%,-2%,-1%
Cc1ccc(NC(=S)N2CCCC2)cc1C,15%,nt,-2,-6%,-7%,20%,-5%,-9%,-13%
Cc1ccc(C)c(NC(=S)NNC(=O)c2csc(C(C)C)c2)c1,-2%,?,0,-2%,-5%,0%,1%,-8%,-23%
CC(C)(C)c1ccc(C(=O)CCC(=O)NCc2ccccc2)cc1,0%,-1%[12.7 µM],6,-2%,-8%,33%,20%,41%[activator],-21%
Cc1nc2nc(SCC(=O)NC3CCC(C)CC3)nn2c(C)c1Cc1ccccc1Cl (stereo unspecified),-5%,-39%[59 µM],-2,-4%,0%,18%,-13%,-4%,-31%
O=C(Nc1cccc(C(=O)N2CCN(Cc3ccccc3)CC2)c1)c1ccccc1,0%,0%[0.0925 µM],-2,-6%,-1%,16%,-10%,-1%,1%
CSCc1c(C(=O)NC2CCCc3ccccc32)oc2ccccc12 (stereo unspecified),6%,-17%,6,-7%,9%,30%,-5%,-2%,2%
COc1ccc(NC(=O)CN2C(=O)CSc3ncccc32)cc1,-7%,5%,-1,-1%,-4%,32%,?,2%,-1%
NC(=O)c1cc2n(n1)C(C(F)(F)F)CC(c1ccco1)N2 (stereo unspecified),7%,-29%[12.7 µM],1,-6%,1%,27%,-6%,-1%,7%
COc1ccc(-n2nc3c(N4CCC(C(=O)NCc5cccc(F)c5)CC4)nnc(C)c3c2C)cc1,?,?,0,i,0%,59%[activator],?,30%[activator],-33%
CC(NC(C)c1ccccc1Cl)C(=O)Nc1cccc(S(=O)(=O)N2CCCCC2)c1 (stereo unspecified),-3%,6%[12.7 µM],-3,-2%,7%,45%[activator],5%,6%,0%
